KRASV12 cytotoxicity = cytotoxicity in KRAS-transformed pancreatic duct cells, primary screen, cell-based, fluorescence, HTS (AID 431); HPDE-C7K KRASV12 cells, Alamar Blue viability, 48 h; higher % means a stronger effect; cytotoxicity, % at 10 µM, or EC50 in µM where a hit was titrated; hit rate 1.7% among 63,000;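 active = compounds whose percent cytotoxicity in the single-dose primary screen, scaled between solvent and toxic-drug controls, exceeds 50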;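 also: 0% = DMSO solvent wells and 100% = doxorubicin-treated wells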
Spn MK inh = S. pneumoniae mevalonate kinase inhibition | purified MK, PK/LDH-coupled NADH absorbance 340 nm | inhibition, % at 10 µM | hit rate 0.48% among 65,000 | AID 555;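 active = ranked among the strongest by inhibition in the single 10 µM screen, a fixed top-ranked set picked for dose follow-up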; also: no value below 0 was filed
TNAP inhibition = human TNAP enzyme inhibitors, biochemical, luminescent (AID 518); hit rate 0.09% among 64,000; purified TNAP enzyme, luminescent substrate readout; higher % means a stronger effect; inhibition, % at 20 µM, or IC50 in µM where a hit was titrated; in the data active = a potency from the dose series; inactive = the rest, 99 in 100 with inhibition below about 22%;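 also: plate controls were vehicle for no effect and reference inhibitor for full effect; many of its hits are not listed in these tables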
Spn DPM-DC inh = inhibitors of Streptococcus pneumoniae diphosphomevalonate decarboxylase | purified DPM-DC, PK/LDH coupled NADH fluorescence | calls only at 10 µM | hit rate 0.49% among 65,000;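 active = the 320 compounds with the highest percent inhibition in the single-dose primary screen, excluding strongly autofluorescent ones, cut at about 32% in these data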;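 also: kinetic rate of NADH fluorescence loss reporting ADP formed by the decarboxylase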
HT1080 viability = cytotoxicity in HT1080 fibrosarcoma cells, cell-based, fluorescence readout (AID 620) | HT1080 viability, fluorescence; higher % means a stronger effect | cytotoxicity, % at 10 µM, or EC50 in µM where a hit was titrated | hit rate 0.42% among 87,000;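 also: cells exposed to compound overnight then 4 h with Alamar Blue; 0% = vehicle DMSO and 100% = killing control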
PMK inhibit = blocks S. pneumoniae phosphomevalonate kinase. purified PMK, PK/LDH-coupled NADH absorbance 340 nm. inhibition, % at 10 µM. hit rate 0.49% among 65,000. AID 539;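 active = top-ranked compounds by inhibition in the single 10 µM screen, taking a fixed number of the strongest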;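 also: 0% = full reaction with DMSO carrier and 100% = background rate without enzyme reaction; no value below 0 was filed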
Bfl-1 inhibitors = displacement of Bid BH3 peptide from Bfl-1 – biochemical, fluorescence polarization, FITC-Bid, mouse, primary screen (AID 432) | FITC-Bid BH3 peptide fluorescence polarization displacement; higher % means a stronger effect | hit rate 0.02% among 64,000 | displacement, % at 20 µM, or IC50 in µM where a hit was titrated; in the data active = a potency from the dose series; inactive = the rest, 99 in 100 with displacement below about 15%; also: strong numbers were not always called active
HPDE-C7 viability = HPDE-C7 pancreatic duct cell viability loss – fluorescence, HTS (AID 430); HPDE-C7 pancreatic duct cells viability, fluorescence; higher % means a stronger effect; one-dose cytotoxicity, % at 10 µM; EC50 in µM for titrated hits; hit rate 1.8% among 63,000;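 also: cells exposed to compound for 48 hours before viability readout; 0% = vehicle and 100% = reference cytotoxic drug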
LYP phosphatase = LYP phosphatase inhibitors, primary screen, biochemical, DiFMUP fluorescence, recombinant catalytic domain, 10 µM (AID 606); recombinant LYP catalytic domain, DiFMUP fluorescence; higher % means a stronger effect; inhibition, % at 10 µM; hits with a dose series show IC50 in µM; 52,000 tested, under 10 active;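 active = IC50 under 40 µM in the dose-response test; inactive = IC50 of 40 µM or more, or never dose-tested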
PMK inhibit pilot replicates = further read-out of PMK inhibit, marked with its call; inhibition, %; measured here: pilot screen replicates
Spn MK inh pilot replicates = further read-out of Spn MK inh, marked with its call; inhibition, %; measured here: pilot screen replicates
Spn DPM-DC inh pilot screen % = second read-out of Spn DPM-DC inh, no call of its own (marks repeat the call); inhibition, %; measured here: pilot screen trials
* hit, by the source's call; i = inactive; · = no result given. Rule as the data show it, unless noted: active = cytotoxicity above about 50%; inactive = the rest. This is a random part of the collection; 3.5% or so of the library scored in one or more.

SMILES | KRASV12 cytotoxicity | Spn MK inh | Spn MK inh pilot replicates | TNAP inhibition | Spn DPM-DC inh | Spn DPM-DC inh pilot screen % | HT1080 viability | PMK inhibit | PMK inhibit pilot replicates | Bfl-1 inhibitors | HPDE-C7 viability | LYP phosphatase
O=C(C1CCCN(Cc2ccccc2Br)C1)N1CCCCC1 (centres undefined) | -4% | 0 | · | 21% | i | · | -1% | 7 | · | 0% | -5% | ·
O=C1c2ccccc2NC(c2ccco2)N1O (centres undefined) | 9% | 4 | 2.0 | 9% | i | 1.5 | 0% | 0 | 6.0 | -4% | 2% | 2%
COc1ccc(-c2nnc3ccc(SC(C(C)=O)C(C)=O)nn23)cc1OC | -6% | 7 | 1.0 | 15% | i | 0.5 | 1% | 11 | 3.5 | 5% | -9% | 3%
O=C(O)c1ccc(S(=O)(=O)NC2CCCc3ccccc32)cc1 (centres undefined) | 4% | 0 | · | 3% | i | · | 12% | 17 | · | -1% | 1% | -4%
CCc1ccc(-c2nc(CS(=O)CC(=O)NCc3cccnc3)c(C)o2)cc1 (centres undefined) | 1% | 0 | · | 9% | i | · | 0% | 11 | · | -2% | -2% | ·
CCOc1cc(C2c3c(n[nH]c3C)C(=O)N2c2ccc(C)cc2)ccc1O (centres undefined) | · | 14 | · | · | i | · | 8% | 11 | · | · | · | 12%
Cc1ccc2[nH]c(=O)c(C(c3nnnn3CC3CCCO3)N3CCOCC3)cc2c1 (centres undefined) | 6% | 9 | · | 8% | i | · | 19% | 2 | · | -8% | -7% | -2%
COc1ccc2nc(NC3=NCN(CC4CCCO4)CN3)nc(C)c2c1 (centres undefined) | -1% | 7 | · | 8% | i | · | 5% | 13 | · | -2% | 7% | -2%
Cc1ccccc1Cn1c(=O)c2c(nc3n2CCCN3Cc2ccccc2)n(C)c1=O | 3% | 7 | 0.0 | 11% | i | 0.0 | 1% | 0 | 2.5 | 12% | -11% | -1%
COc1ccc(CCn2c(C)cc3c(c2=O)C(c2ccc4c(c2)OCO4)C(C#N)=C(N)O3)cc1OC (centres undefined) | 2% | 7 | · | 14% | i | · | -3% | 3 | · | -6% | 6% | 3%
CC1(C)Cc2c(c(=S)nc(-c3ccccc3)n2CCCN2CCOCC2)CO1 | 2% | 8 | · | -3% | i | · | 10% | 0 | · | -10% | -1% | 4%
Cc1ccc(C(C(=O)NC2CCCC2)N(Cc2cccs2)C(=O)CNC(=O)c2cccs2)o1 (centres undefined) | 0% | 9 | · | 4% | i | · | · | 7 | · | -5% | -7% | 14%
CCOc1ccc(CNC(=O)NS(=O)(=O)c2ccc(OC)cc2)cc1 | -11% | 5 | · | 7% | i | · | 5% | 4 | · | 2% | 4% | ·
O=C(O)C1CSC(c2ccccc2)N1C(=O)c1ccco1 (centres undefined) | -14% | 11 | · | 6% | i | · | -7% | 4 | · | 2% | -8% | -11%
COCCn1c(=O)[nH]c2cc(C(=O)NCCc3ccc(OC)c(OC)c3)ccc2c1=O | -5% | 10 | · | 16% | i | · | 12% | 2 | · | 0% | -21% | ·
COc1ccc2oc(C)c(C(=O)Cn3ccnc3)c2c1 | 5% | 0 | 3.0 | 18% | i | 0.0 | 2% | 17 | 1.0 | 2% | -8% | -4%
CCOC(=O)c1c(NC(=O)c2ccco2)sc(C(=O)N2CCCC2)c1C | 6% | 3 | · | 4% | i | · | · | 0 | · | -7% | -3% | 9%
COCCn1c(=NC(=O)CSC(C)=O)sc2cc(F)ccc21 | 7% | 9 | 8.5 | 8% | i | 6.5 | -1% | 5 | 3.5 | -2% | 4% | -10%
CC(C)OC(=O)CSc1nc2ncccc2[nH]1 | 12% | 8 | · | 18% | i | · | 4% | 6 | · | 0% | -1% | 0%
CCCc1cc(C(=O)Nc2ccccc2C(=O)OC)no1 | 6% | 6 | 3.0 | 9% | i | 0.0 | 0% | 7 | 0.0 | 7% | 3% | -7%
COc1cc(CNCc2ccc(OC)c(OC)c2OC)cc(OC)c1 | -21% | 51* | · | 5% | i | · | -7% | 0 | · | 5% | -13% | 5%
Cc1ccc(C2C(C#N)=C(N)SC(N)=C2C#N)o1 | 5% | 8 | · | 2% | i | · | -4% | 7 | · | 6% | 9% | 4%
COC(=O)c1[nH]c2ccc(F)cc2c1NC(=O)C1=COCCO1 | -24% | 12 | · | 6% | i | · | -7% | 9 | · | -5% | -3% | -2%
N#C/C(=C(/O)COC(=O)CCC1CCCCC1)c1nc2ccccc2[nH]1 | 31% | 0 | 0.0 | 14% | i | 1.0 | -3% | 22 | 0.5 | -35% | 25% | -3%
OC(CCN1CCCC1)(c1ccccc1)C1CCCCC1 (centres undefined) | 29% | 5 | 3.0 | 8% | i | 0.0 | -2% | 0 | 0.0 | 2% | 8% | 19%
O=C(Cn1nnc(-c2ccccc2)n1)NCc1ccccc1 | -19% | 3 | · | 8% | i | · | 10% | 2 | · | -6% | -20% | -6%
CCOC(=O)N1CCN(C(=O)c2ccc3c(SCC(=O)O)c4c(nc3c2)CCCC4)CC1 | -14% | 3 | 0.5 | 8% | i | 0.0 | 4% | 5 | 0.5 | 8% | -17% | 4%
CCOCCCNC(=O)c1cccs1 | -3% | 3 | · | 7% | i | · | 7% | 10 | · | 1% | -9% | 4%
COCCSc1nnc(NC(=O)Cc2ccccc2OC)s1 | 16% | 0 | 0.0 | 9% | i | 0.0 | 1% | 9 | 6.5 | -9% | 10% | 4%
COc1ccc(S(=O)(=O)Nc2cc(C)ccn2)cc1OC | -17% | 4 | · | 5% | i | · | 6% | 4 | · | -8% | -6% | -4%
CC(=O)c1c(C)nc(C)nc1NC(=O)C(C)C | -27% | 2 | · | -2% | i | · | 10% | 0 | · | -3% | -11% | 10%
COc1ccc(OCCSc2ncnc3nc[nH]c23)cc1 | -9% | 5 | · | -14% | i | · | · | 6 | · | 1% | -3% | 14%
O=C(CCCn1c(SCC(=O)NCC2CCCO2)nc2ccccc2c1=O)NCC1CCCO1 (centres undefined) | -2% | 7 | · | 9% | i | · | -1% | 8 | · | 4% | -7% | 19%
Cc1sc2nc(CN3CCN(S(=O)(=O)c4cccc5nonc45)CC3)[nH]c(=O)c2c1C | 17% | 0 | 0.0 | 18% | i | 0.5 | -10% | 4 | 6.5 | -9% | 15% | 1%
CC(=O)Nc1cccc(Oc2cc(C#N)c(C#N)cc2N2CCOCC2)c1 | 8% | 5 | · | 8% | i | · | 1% | 0 | · | -3% | -6% | 2%
Cc1ccccc1CN1CCN(CC(=O)NCCCN2CCN(c3ccc(F)cc3)CC2)C1=O | 7% | 0 | · | 4% | i | · | 0% | 14 | · | -4% | 3% | ·
COc1ccccc1N1CCN(C(=O)COc2ccc(Cl)cc2)CC1 | -6% | 3 | · | 1% | i | · | -9% | 9 | · | -3% | 0% | 7%
COc1ccc(S(=O)(=O)N(CC(=O)NC2CC2)c2ccc(C)cc2)cc1OC | 1% | 8 | · | 8% | i | · | 2% | 0 | · | -1% | -3% | 8%
CS(=O)(=O)c1ccc2nc(NC(=O)Oc3ccccc3)sc2c1 | 7% | 8 | · | 14% | i | · | -7% | 11 | · | -8% | 3% | ·
CCc1c(C)nc2[nH]nc(-c3ccccc3C)n2c1=O | 8% | 8 | · | 26% | i | · | -4% | 4 | · | 7% | 0% | 5%

Structures above that contain fluorine:
SMILES | KRASV12 cytotoxicity | Spn MK inh | Spn MK inh pilot replicates | TNAP inhibition | Spn DPM-DC inh | Spn DPM-DC inh pilot screen % | HT1080 viability | PMK inhibit | PMK inhibit pilot replicates | Bfl-1 inhibitors | HPDE-C7 viability | LYP phosphatase
COCCn1c(=NC(=O)CSC(C)=O)sc2cc(F)ccc21 | 7% | 9 | 8.5 | 8% | i | 6.5 | -1% | 5 | 3.5 | -2% | 4% | -10%
COC(=O)c1[nH]c2ccc(F)cc2c1NC(=O)C1=COCCO1 | -24% | 12 | · | 6% | i | · | -7% | 9 | · | -5% | -3% | -2%
Cc1ccccc1CN1CCN(CC(=O)NCCCN2CCN(c3ccc(F)cc3)CC2)C1=O | 7% | 0 | · | 4% | i | · | 0% | 14 | · | -4% | 3% | ·

By substructure, those above with a thiophene ring, fused or not.
SMILES | KRASV12 cytotoxicity | Spn MK inh | Spn MK inh pilot replicates | TNAP inhibition | Spn DPM-DC inh | Spn DPM-DC inh pilot screen % | HT1080 viability | PMK inhibit | PMK inhibit pilot replicates | Bfl-1 inhibitors | HPDE-C7 viability | LYP phosphatase
Cc1ccc(C(C(=O)NC2CCCC2)N(Cc2cccs2)C(=O)CNC(=O)c2cccs2)o1 (centres undefined) | 0% | 9 | · | 4% | i | · | · | 7 | · | -5% | -7% | 14%
CCOC(=O)c1c(NC(=O)c2ccco2)sc(C(=O)N2CCCC2)c1C | 6% | 3 | · | 4% | i | · | · | 0 | · | -7% | -3% | 9%
CCOCCCNC(=O)c1cccs1 | -3% | 3 | · | 7% | i | · | 7% | 10 | · | 1% | -9% | 4%
Cc1sc2nc(CN3CCN(S(=O)(=O)c4cccc5nonc45)CC3)[nH]c(=O)c2c1C | 17% | 0 | 0.0 | 18% | i | 0.5 | -10% | 4 | 6.5 | -9% | 15% | 1%

The results go on:
SMILES | KRASV12 cytotoxicity | Spn MK inh | Spn MK inh pilot replicates | TNAP inhibition | Spn DPM-DC inh | Spn DPM-DC inh pilot screen % | HT1080 viability | PMK inhibit | PMK inhibit pilot replicates | Bfl-1 inhibitors | HPDE-C7 viability | LYP phosphatase
CN(C)/C=C1\C(=O)c2ccc(N(C)C)nc2CC1c1ccccc1 (centres undefined) | 60%* | 0 | · | -1% | i | · | 0% | 8 | · | 2% | 61%* | ·
Cc1onc(-c2ccccc2Cl)c1C(=O)Nc1cccc(-c2nc3ncccn3c2C)c1 | 12% | 0 | · | 1% | · | · | 14% | 12 | · | -9% | 12% | -1%
O=C1CCCN1C(=O)CCC(=O)N1CCCC1=O | 1% | 0 | · | 7% | i | · | -3% | 19 | · | -6% | -9% | -1%
CCOC(=O)c1c(C)[nH]c(C)c1C(=O)COC(=O)C1CCCN1S(=O)(=O)c1ccccc1F (centres undefined) | -11% | 4 | · | 6% | i | · | 0% | 9 | · | 0% | -10% | ·
CCOC(=O)c1ccc(NC(=O)N2CCN(Cc3cccc(F)c3)CC2)cc1 | 28% | 2 | 0.0 | 8% | i | 0.0 | 7% | 7 | 4.0 | -3% | 25% | ·
